# GAA glycogen mod = GAA glycogen-cleavage inhibition or activation; actives 0.38% (n = 300,000); AID 2100; recombinant GAA, glycogen substrate, Amplex Red glucose oxidase fluorescence; Potency, µM (doses to about 76.4 µM), for inactives: at the highest dose activity change, negative = inhibition, most hits filed as inhibitors; P10253;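 note: 0% = full enzyme reaction and -100% = no-enzyme basal signal; the screen sought inhibitors and activators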
#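 Recombinant enzyme (4 nM final) with compounds titrated up to 77 uM and bovine liver glycogen (30 ug) in citrate pH 5.0, 0.01% Tween-20, 37 C 40 min. Released glucose detected by Amplex Red/glucose oxidase (Ex 573/Em 610); AC50 from Hill fits.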
# HTT aggregate = mutant huntingtin aggregation inhibition; PC12 HttQ103-GFP aggregates, Acumen cytometry, 40 h; Potency, µM (highest dose often 46.1 µM), inactives show top-dose activity change, negative = inhibition, most hits filed as inhibitors; actives 1.1% (n = 220,000); note: % is set by controls: 0 for no effect and ±100 for the full control effect; nearly all actives have a fitted effect of over 60% in size
#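 Ecdysone-promoter PC12 model expressing HTT exon 1 Q103 fused to GFP, induced by tebufenozide at 100 nM final. Compounds titrated; aggregates sized 1–25 µm scored on a 488 nm laser cytometer.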
# GoLoco inh red = blocks human Gai1 binding to RGS12 GoLoco peptide, red readout | Potency, µM (titrated, usually from 61.6 µM), without a hit: at the highest dose activity, negative = inhibition, most hits filed as inhibitors | P63096 | Gai1:RGS12 GoLoco peptide FP, rhodamine, 10 min | actives 0.44% (n = 230,000) | AID 880; active = well fitted inhibition curve with a large enough effect, not every such curve was filed as active; inactive = no such curve, though single readings can be large or run the other way; note: % is set by controls: 0 for no effect and ±100 for the full control effect; nearly all actives have a fitted effect of over 30% in size; many of its hits are not listed in these tables
# Target sequence (P63096 whole entry, looked up): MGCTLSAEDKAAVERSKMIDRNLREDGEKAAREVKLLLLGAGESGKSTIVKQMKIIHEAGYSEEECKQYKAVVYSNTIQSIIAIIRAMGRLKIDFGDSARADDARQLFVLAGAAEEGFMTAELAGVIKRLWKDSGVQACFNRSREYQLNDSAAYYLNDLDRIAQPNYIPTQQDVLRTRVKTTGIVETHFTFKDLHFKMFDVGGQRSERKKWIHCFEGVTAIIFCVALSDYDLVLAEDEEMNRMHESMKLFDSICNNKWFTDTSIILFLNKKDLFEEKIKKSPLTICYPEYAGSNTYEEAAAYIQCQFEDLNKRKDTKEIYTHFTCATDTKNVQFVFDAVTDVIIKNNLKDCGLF
# IMPase Li cell = IMPase inhibition in cells with lithium potentiation; Potency, µM (doses to about 59.4 µM), inactives show at the top dose activity, negative = IMPase inhibition, actives largely listed as inhibitors; AID 1457; CHO-M1 cells, IP1 TR-FRET (IP-One), carbachol + lithium; actives 0.35% (n = 210,000);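 note: IP1 builds up when IMPase is blocked and the TR-FRET signal falls; plate controls were basal vehicle for no effect and high inhibitor control for full effect; nearly all actives have a fitted effect of over 50% in size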
#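 Lithium-sensitised IP1 accumulation assay; M1-expressing CHO cells treated 30 min at 37C with compound. Competitive antibody detection by time-resolved FRET followed a 10 min room-temperature lysis step.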
# HTT cytoprotect = Huntington cell model cytoprotection by ATP luminescence; PC12 HTT-Q103 induced, cytoprotection, ATP luminescence, 40 h; Potency, µM (titrated, usually from 56.4 µM), without a hit: cytoprotection (ATP increase), usual class: activators; actives 0.14% (n = 230,000);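 note: % of control where 0% means no effect; nearly all actives have a fitted effect of over 45% in size; toxic huntingtin expression switched on by the ecdysone agonist tebufenozide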
#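 Huntington model: PC12 line, ecdysone-inducible HTTQ103 exon1–GFP, tebufenozide 100 nM. Test articles in a dose series. Endpoint luminescence from cellular ATP.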
# GAA inh = blocks human lysosomal alpha-glucosidase; P10253; purified human GAA, 4-MU-alpha-glucoside fluorescence; Potency, µM (doses to about 76.9 µM), inactives show top-dose activity change, negative = inhibition, most hits filed as inhibitors; actives 0.005% (n = 200,000); AID 1466;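 note: plate controls were uninhibited enzyme wells for no effect and no-enzyme background for full effect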
#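 qHTS format, compound range up to 77 uM. Human lysosomal enzyme at 4 nM, 400 uM 4-MU glucoside substrate, pH 5.0, 20 min room temperature; fluorescence after alkaline stop gives activity normalized to controls.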
# GAA spleen mod = inhibits or activates alpha-glucosidase in human spleen homogenate; actives 0.006% (n = 240,000); AID 2112; Potency, µM (doses to about 79.9 µM), without a hit: at the top dose activity change, negative = inhibition, actives largely listed as inhibitors; P10253; human spleen homogenate, 4-MU-alpha-glucoside fluorescence;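 note: 0% = enzyme with vehicle and -100% = no enzyme basal signal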
#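 AC50 values come from Hill-equation fits of concentration-response data, normalized to no-enzyme and full-activity controls. Enzyme source: 1 ug human spleen homogenate; 1 mM fluorogenic 4-MU glucoside, pH 5.0 citrate buffer, 37 C, 40 min.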
# The depositor's hits bear a star; ? = inconclusive; . = no result given; & = joins results of further samples; [ ] = another dose, or the depositor's remark. Unless noted, calls come from the whole dose curve; as a rule, active = well fitted curve in the direction sought with a large enough effect; inconclusive = small, poorly fitted or top-dose-only effect, or another doubt; inactive = no such curve, though single readings can be large; an effect the other way counts as inactive or inconclusive. Potency is the fitted concentration of half-maximal effect. The list is partial, so the mix of outcomes need not match the whole.
canonical_smiles | GAA glycogen mod | HTT aggregate | GoLoco inh red | IMPase Li cell | HTT cytoprotect | GAA inh | GAA spleen mod
O=C(c1ccco1)N(Cc1cc2ccccc2[nH]c1=O)C1CCCCC1 | -6% | -2% | 11% | 5%[38.3 µM] | -33%[0.074 µM] | -5% | 0%
COc1cccc(NC(=O)CSc2nc3ccccc3c3nc4ccccc4n23)c1 | -8% | 7% | 12% | ? | 12%[10 µM] | 12% | 1%
O=C(COC(=O)Cc1ccccc1F)Nc1ccc2c(c1)OCCO2 | 8% | -3% | 21% | -9% | 6%[10 µM] | 3% | 2%
Cc1ccc(S(=O)(=O)N2CCCC2C(=O)n2nc(C)cc2C)cc1 (centres undefined) | 2% | 7% | 2% | 27%[38.3 µM] | -3% | -7% | 0%
CC1CCN(C(=O)COc2cccc3c2CCN(C)C3=O)CC1 | 3% | -10% | 5% | 7% | -28% | -4% | .
COC(=O)c1c(S(C)(=O)=O)nc(-c2ccccc2)[nH]c1=O | 3% | 25% | -2% | 0% | 4%[10 µM] | -4% | 0%
CCC(CCC(=O)Nc1cccc([N+](=O)[O-])c1)C(=O)O (centres undefined) | 1% | -23%[9.22 µM] | 6% | . | 3%[10 µM] | . | 2%
Nc1c(C(=O)NCc2ccccc2)sc2nc3c(cc12)C(=O)CCC3 | 2% | -11% | -8% | -1%[38.3 µM] | 2% | 8% | 2%
COc1cccc(CN2C(=O)CCC2(C)C(=O)NC2CCCCC2)c1 (centres undefined) | -7% | 1% | 5% | 2% | -14%[10 µM] | -5% | 4%
O=C(Nc1ccn(Cc2c(F)c(F)c(F)c(F)c2F)n1)c1ccc(COc2ccccc2Cl)cc1 | 8% | -5% | -5% | 37%[38.3 µM] | -18% | -2% | -6%
Cc1ccc(S(=O)(=O)N2CCCC2C(=O)O)cc1 (centres undefined) | 24% | 2% | -12% | -24%[38.3 µM] | 6% | ? | -8%
O=C(NCC1CCCO1)C(c1ccncc1)N(Cc1ccc(F)cc1)C(=O)CN1C(=O)c2ccccc2S1(=O)=O (centres undefined) | -5% | -2% | 9% | 2% | 15%[10 µM] | 2% | 3%
Cc1ccc(CCNC(=O)C2CC(c3ccccc3[N+](=O)[O-])=NO2)cc1 (centres undefined) | -26% | -7% | 10% | 9%[38.3 µM] | -20% | -1% | 1%
CN(c1ccccc1)S(=O)(=O)c1cc(C(=O)OCC(=O)N2CCN(C(=O)c3ccco3)CC2)ccc1Cl | 11% | 2% | 6% | 24% | -18% | 1% | -7%
COCc1cc(=O)n2[nH]c(N)nc2n1 | 1% | -14%[9.22 µM] | 6% | . | 9%[10 µM] | . | -23%
COc1cccc(OCc2cc(/C=N/NC(=O)c3nc(Cl)c(Cl)c(N)c3Cl)ccc2OC)c1 | -3% | 21% | 38%[activator] | 20%[38.3 µM] | -20% | 2% | -6%
O=C(O)CSc1nc2ccccc2s1 | 5%&-1% | 1%&-18%[9.22 µM] | 5%&4% | . | 1%&4%[10 µM] | -6%[15.4 µM] | 8%&7%
COc1cc2c(cc1NC(=O)COC(=O)CNC(=O)c1ccccc1)oc1ccccc12 | 6% | 13%[9.22 µM] | 8% | 2% | 20%[10 µM] | . | 1%
CCOc1nc(N2CCOCC2)nc(N2CCOCC2)n1 | 0% | -8% | 3% | -3% | -29% | 0% | 0%
CCOC(=O)NC(Nc1cc(C)ccn1)(C(F)(F)F)C(F)(F)F | 6% | -17% | 3% | -2%[38.3 µM] | -6% | 4% | 0%
COc1ccc2c(c1)nc(SCC(C)O)n2C (centres undefined) | 7% | 20% | -5% | 0% | 14%[10 µM] | 2% | -6%
CC(N=Cc1cc([N+](=O)[O-])ccc1O)c1ccccc1 (centres undefined) | -1% | ? | 18% | -15% | -43%[inhibitor] | -1% | 0%
OB(O)c1ccc(Br)cc1 | . | . | 2% | -13% | -48%[inhibitor] | . | 4%
CCOC(=O)C1=C(C)NC(=O)CC1c1ccccc1 (centres undefined) | -30% | -3% | 15% | 8%[38.3 µM] | 16% | -1% | -9%
O=C(COC(=O)c1ccccc1C(=O)c1ccccc1)Nc1ccc(SC(F)F)cc1 | 1% | 14% | 0% | 14% | -1%[10 µM] | -4% | -5%
O=C(CCc1ccccc1)NCc1ccccc1 | -4% | -19% | 3% | -7% | -20% | -3% | 0%
CCOC(=O)N1CCC(NC(=O)C2CCCN(Cc3nc(-c4cccc(Cl)c4)oc3C)C2)CC1 (centres undefined) | -12% | 7.9µM* | -6% | 16%[38.3 µM] | -20% | -14% | 7%
Cc1nc(NC2=NCN(Cc3cccnc3)CN2)nc2ccccc12 | 11% | -5% | 6% | 24%[38.3 µM] | -13% | 3% | -2%
Cc1cccc(N(C(=O)CNC(=O)c2ccco2)C(C(=O)NCC2CCCO2)c2ccccc2)c1 (centres undefined) | -9% | 3%[9.22 µM] | 6% | 2% | 19%[10 µM] | ? | -5%
NCC(=O)[C@@H](O)[C@H](O)[C@H](O)CO | . | . | 8%[14.2 µM] | -6% | -9%[10 µM] | . | .
OCCNCCCCOc1cccc(Br)c1 | -6% | 6% | 3% | -4% | 11%[10 µM] | 4% | 7%
CC(=O)Nc1ccc(Oc2ccccc2)cc1 | 6% | -3%[9.22 µM] | -9% | . | -11%[10 µM] | 5% | 12%

# Reprinted at random: five entries already listed
canonical_smiles | GAA glycogen mod | HTT aggregate | GoLoco inh red | IMPase Li cell | HTT cytoprotect | GAA inh | GAA spleen mod
CN(c1ccccc1)S(=O)(=O)c1cc(C(=O)OCC(=O)N2CCN(C(=O)c3ccco3)CC2)ccc1Cl | 11% | 2% | 6% | 24% | -18% | 1% | -7%
Nc1c(C(=O)NCc2ccccc2)sc2nc3c(cc12)C(=O)CCC3 | 2% | -11% | -8% | -1%[38.3 µM] | 2% | 8% | 2%
CC(=O)Nc1ccc(Oc2ccccc2)cc1 | 6% | -3%[9.22 µM] | -9% | . | -11%[10 µM] | 5% | 12%
O=C(COC(=O)c1ccccc1C(=O)c1ccccc1)Nc1ccc(SC(F)F)cc1 | 1% | 14% | 0% | 14% | -1%[10 µM] | -4% | -5%
CC1CCN(C(=O)COc2cccc3c2CCN(C)C3=O)CC1 | 3% | -10% | 5% | 7% | -28% | -4% | .

# More compounds:
canonical_smiles | GAA glycogen mod | HTT aggregate | GoLoco inh red | IMPase Li cell | HTT cytoprotect | GAA inh | GAA spleen mod
Cc1oc(-c2ccccc2Cl)nc1CS(=O)CC(=O)NCc1cccs1 (centres undefined) | -4% | 25% | 5% | 4%[38.3 µM] | 2% | -6%[15.4 µM] | 2%
CC(C)[C@@H]1C=C(C(=O)O)O[C@H](OCCCCO)C1 | 4% | 1%[9.22 µM] | -1% | . | -13%[10 µM] | . | -15%
CN=C1SC(CC(=O)NCCc2ccc(OC)c(OC)c2)C(=O)N1C (centres undefined) | 3% | 0% | 4% | -3%[38.3 µM] | 2% | 4% | -3%
NC(=NCCC[C@H](N)C(=O)O)NO | . | . | 7% | 11% | 10%[1.9 µM] | . | 4%
Cc1cccc2sc(NC(=O)C3CCCN(S(=O)(=O)c4cccc5nonc45)C3)nc12 (centres undefined) | 3% | -7% | -47% | 7% | 26%[10 µM] | ? | -2%
N#Cc1c(SCC(N)=O)nc(-c2ccccc2)c2c1CCCC2 | -2% | 2% | 5% | -15%[38.3 µM] | 6% | 1% | -13%
COc1ccc(-c2cn(/N=C/c3ccc(Cl)cc3Cl)c(N)n2)cc1 | 12% | -7% | 16% | 18%[38.3 µM] | 9%[10 µM] | 1% | 4%
COc1ccc(C(=O)NCc2ccc(-c3nc4ccccc4s3)cc2)cc1OC | 4% | -7% | -1% | 5%[38.3 µM] | -31% | -12% | -4%
CCCC(=O)C1=C(O)C(C(=O)OC)C(C)(C)CC1=NC(C)(C)C (centres undefined) | 2% | 12% | 3% | 17%[38.3 µM] | 1% | 2% | -4%
Cn1cccc1Cc1nnc(SCC(=O)N2CCCCCC2)n1CCc1ccccc1 | -15% | -1% | 11% | 9%[38.3 µM] | 9% | -1% | 5%
CCN(CC)S(=O)(=O)c1cccc(C(=O)N/N=C2\CC(=O)CC(C)(C)C2)c1 | ? | 6% | -4% | 7% | 6% | -10% | 4%
Cc1ccc(S(=O)(=O)Nc2ccc3c(c2)ncn3C(C)(C)C)cc1 | -2% | -18% | 7% | -6%[38.3 µM] | 3% | -4% | -1%
Cc1nn(-c2ccccc2)c2c1C(c1cccc([N+](=O)[O-])c1)N(c1ccccc1)C(=O)N2 (centres undefined) | 0% | -20% | 7% | -9% | 7%[10 µM] | 0% | 2%
CCCS(=O)(=O)N1CCCC(C(=O)NCCN(CC)c2ccccc2)C1 (centres undefined) | -2% | -9% | -26% | -9%[38.3 µM] | -1% | -4% | 7%
O=C(N/N=C/c1cccc(Cl)c1)C(c1ccncc1)N1CCOCC1 (centres undefined) | -6% | -1%[9.22 µM] | -16% | . | 9%[10 µM] | . | -4%
CC1(C)OC2C[C@](O)(C(N)=O)C[C@H](O)[C@H]2O1 (some centres undefined) | . | . | 2% | 20% | -2% | . | 7%
COc1ccc(NS(=O)(=O)c2cccc(C(=O)OCC(=O)Nc3cc(C)on3)c2)cc1 | 6% | 9% | -2% | -1%[38.3 µM] | -2% | -3% | 5%
O=C(Cn1nc(C(=O)O)c2ccccc2c1=O)c1c[nH]c2ccccc12 | -3% | -5%[9.22 µM] | -110% | . | 25%[10 µM] | . | -6%
CCOC(=O)c1c(C)n(-c2ccc(C)cc2)c2ccc(O)c(CN(C)C)c12 | -3% | 19% | 26% | -1% | -44% | 5% | 1%
Nc1ccccc1-c1n[nH]c(=S)s1 | -15% | 15% | 8% | 13µM* | -55%[inhibitor] | 12% | 6%
CC(C)Oc1ccc(C(=O)N(Cc2ccco2)C2CCS(=O)(=O)C2)cc1 (centres undefined) | 4% | -4% | -8% | 9%[38.3 µM] | -1%[0.074 µM] | -2% | -7%
O=C1/C(=C\c2ccc(O)cc2)SC(=S)N1c1cccnc1 | 12% | -22%[9.22 µM] | 93%[activator] | 11% | -28%[10 µM] | . | -2%
Cc1ccc(C(=O)COC(=O)C2C3C=CC(C3)C2C(=O)OCC(=O)c2ccc(C)c(C)c2)cc1C (centres undefined) | -8% | ? | 4% | 18%[38.3 µM] | -73%[inhibitor] | ? | -3%
COCCCNC(CC(=O)Nc1ccc(OC)cc1OC)C(=O)O (centres undefined) | 1% | 16% | 4% | -18%[38.3 µM] | 10% | -7% | 1%
O=C(Nc1ccncc1)Nc1ccccn1 | 5% | 11% | -3% | -6%[38.3 µM] | 18% | -3% | -10%
O=C(CN1CCC(n2nnc3cc(F)ccc32)CC1)NCCc1nc2ccccc2[nH]1 | -5% | -5% | 4% | -11%[38.3 µM] | 11%[10 µM] | -13% | -9%
O=C(N/N=C/c1ccccc1OCc1ccccc1)c1cccnc1 | -5% | ? | 3% | -4% | -7%[10 µM] | -4% | 1%

# Screening data (PubChem BioAssay)
